Compound activity deposited in PubChem by National Center for Advancing Translational Sciences (NCATS).
TCR activator: Activators of T cell receptors: qHTS campaign. primary human leukocytes, anti-CD3, IL-2 HTRF, 48 h. Potency, µM (doses to about 9.22 µM), for inactives: at the top dose activation of IL-2 secretion, actives largely listed as activators. 330,000 tested, under 10 active. AID 504894, 2011; note: % of control where 0% means no effect
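Primary human leukocytes incubated 48 hr with anti-CD3 beads plus compound, without co-stimulation. Secreted IL-2 measured by HTRF (europium cryptate/d2 anti-IL-2 pair, 320 nm excitation, 665 nm emission).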
hERG WT inh: qHTS for Inhibitors of KCHN2 3.1: Wildtype qHTS | Voltage-gated inwardly rectifying potassium channel KCNH2 (Homo sapiens), Q12809 | U2OS, BacMam KCNH2, thallium flux FluxOr; stronger effect = lower value | activity change, % at 1.84 µM | actives 0.37% (n = 340,000) | AID 720551, 2013;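 active = maximum activity change below -70%; inconclusive = maximum activity change between -70% and -50%; inactive = maximum activity change above -50%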; note: % is set by controls: 0 for no effect and ±100 for the full control effect
Target sequence (Q12809 whole entry, looked up): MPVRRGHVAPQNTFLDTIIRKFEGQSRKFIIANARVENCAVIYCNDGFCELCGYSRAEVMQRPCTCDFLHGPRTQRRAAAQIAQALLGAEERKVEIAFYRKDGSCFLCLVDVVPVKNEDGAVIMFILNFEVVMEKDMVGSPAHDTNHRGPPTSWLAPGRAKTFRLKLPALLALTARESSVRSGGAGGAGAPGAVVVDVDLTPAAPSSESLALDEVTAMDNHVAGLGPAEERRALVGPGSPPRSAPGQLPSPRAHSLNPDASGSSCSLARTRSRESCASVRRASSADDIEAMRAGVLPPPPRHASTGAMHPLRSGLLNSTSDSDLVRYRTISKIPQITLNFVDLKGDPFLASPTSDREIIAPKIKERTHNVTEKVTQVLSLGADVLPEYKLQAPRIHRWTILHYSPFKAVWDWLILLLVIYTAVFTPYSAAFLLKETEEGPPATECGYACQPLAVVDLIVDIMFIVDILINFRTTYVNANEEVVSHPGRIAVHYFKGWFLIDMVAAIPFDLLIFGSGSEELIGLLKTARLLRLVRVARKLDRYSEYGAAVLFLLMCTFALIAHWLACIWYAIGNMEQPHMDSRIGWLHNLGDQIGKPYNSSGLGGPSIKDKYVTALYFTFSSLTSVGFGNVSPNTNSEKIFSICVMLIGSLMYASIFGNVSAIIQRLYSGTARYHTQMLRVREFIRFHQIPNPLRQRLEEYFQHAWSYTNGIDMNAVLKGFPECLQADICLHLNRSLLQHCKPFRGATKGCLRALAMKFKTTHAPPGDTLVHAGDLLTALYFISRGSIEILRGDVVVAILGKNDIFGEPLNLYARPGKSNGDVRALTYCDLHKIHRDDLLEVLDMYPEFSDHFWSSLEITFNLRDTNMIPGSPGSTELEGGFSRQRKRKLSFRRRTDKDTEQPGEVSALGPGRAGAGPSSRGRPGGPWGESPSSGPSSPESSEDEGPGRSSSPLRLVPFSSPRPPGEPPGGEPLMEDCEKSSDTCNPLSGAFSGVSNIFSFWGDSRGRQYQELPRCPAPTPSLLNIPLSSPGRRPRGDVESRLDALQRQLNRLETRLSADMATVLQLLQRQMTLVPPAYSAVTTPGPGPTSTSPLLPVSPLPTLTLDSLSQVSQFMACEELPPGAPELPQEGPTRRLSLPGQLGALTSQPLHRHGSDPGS
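U2OS cells transduced with wild-type KCNH2 virus are loaded with FluxOr dye for 45 min, and thallium flux is measured in kinetic reads before and after stimulation buffer. Rate constants are normalized to DMSO controls.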
TRPV1 ag: HTS Assay for Compounds that Act as Agonists of the Vanilloid Receptor 1; Transient receptor potential cation channel subfamily V member 1 (Homo sapiens), Q8NER1; TRPV1-expressing cells, Fluo-8 calcium influx, agonist mode; activation, % at 8.33 µM; actives 0.19% (n = 320,000); AID 540275, 2011; in the data active = activation above about 80%; inconclusive = between about 30% and that limit; note: 0% is about no effect
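Cells expressing TRPV1 were dye-loaded with Fluo-8 and read kinetically: 10 s baseline, 3 min after compound (agonist portion), then 2 min after EC20 capsaicin (allosteric enhancer portion). Calcium-bound dye fluorescence at 480/520 nm.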
KCNH2 3.1 inh: qHTS for Inhibitors of KCHN2 3.1: Mutant qHTS; Potassium voltage-gated channel subfamily H member 2, brain isoform KCNH2 3.1 (human); U2OS KCNH2 3.1, thallium flux FluxOr; stronger effect = lower value; activity change, % (tested at about 1.8 µM); actives 0.95% (n = 340,000); AID 720553, 2013;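 active = maximum activity change below -70%; inconclusive = maximum activity change from -70% to -50%; inactive = maximum activity change above -50%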;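 note: thallium influx rate constant from kinetic fluorescence after stimulation buffer; % is set by controls: 0 for no effect and ±100 for the full control effect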
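Channel expression came from 3.1 mutant virus (1.77 x 10^8 /mL) applied to suspended U2OS cells for 4 h. Flux was tracked with FluxOr dye plus Red40 quencher, and kinetic rate constants normalized to controls.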
A-T KAP1 phos: qHTS Assay for Identifying a Potential Treatment of Ataxia-Telangiectasia. AID 485349, 2010. […] A-T fibroblasts, KAP-1 phosphorylation AlphaLISA; neocarzinostatin DNA damage 30 min before lysis. actives 0.19% (n = 320,000). Potency, µM (titrated, usually from 57.5 µM), for inactives: top-dose activation, usual class: activators; note: potency is the fitted concentration of half-maximal effect; % of control where 0% means no effect; nearly all actives have a fitted effect of over 45% in size
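hTERT-immortalized A-T patient fibroblasts ([…]), 500 cells/well in OPTI-MEM, 1% FBS, got compounds for 60 min, then NCS for 30 min at 37C. Lysates were then assayed for phospho-KAP-1 by AlphaLISA (anti-pKAP1 donor, anti-KAP1 acceptor beads), 6 hr at 25C.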
Eya2 phos inh: qHTS Assay for Inhibitors of the Phosphatase Activity of Eya2. recombinant Eya2, OMFP fluorescence dephosphorylation (OMFP is methylfluorescein phosphate). Protein phosphatase EYA2 (Homo sapiens), O00167. actives 0.006% (n = 330,000). Potency, µM (doses to about 76.9 µM), for inactives: at the highest dose activity, negative = inhibition, usual class: inhibitors; note: potency is the fitted concentration of half-maximal effect; % is set by controls: 0 for no effect and ±100 for the full control effect
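Eya2 protein (added as 0.2 uM solution) was preincubated with compound for 10 min at ambient temperature in 50 mM HEPES pH 7.5, 50 mM NaCl, 5 uM MgCl2, 0.05% BSA, 1 mM DTT. OMFP (added at 50 uM) then reacted 10 min; fluorescence read at 485/525 nm.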
ELG1 DNA repair: qHTS screen for small molecules that inhibit ELG1-dependent DNA repair in human embryonic kidney (HEK293T) cells expressing luciferase-tagged ELG1; actives 2.3% (n = 330,000); Potency, µM (highest dose often 46.1 µM), without a hit: at the top dose activity change, negative = inhibition, actives largely listed as inhibitors; HEK293T ELG1-luciferase reporter, luminescence, 16 h; DNA damage induced by 5-fluorouridine; note: potency is the fitted concentration of half-maximal effect; % is set by controls: 0 for no effect and ±100 for the full control effect; nearly all actives have a fitted effect of over 55% in size
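Luminescence from the luciferase reporter, measured 30 min after ONE-Glo reagent at room temperature, was the read-out. Beforehand, 2,000 cells per well were exposed for 16 hr at 37 °C to 5-fluorouridine together with compound or vehicle.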
Mito fusion act: qHTS Assay for Small Molecule Inhibitors of Mitochondrial Division or Activators of Mitochondrial Fusion; S. cerevisiae fusion-defective mutant growth rescue, CellTiterGlo 48 h; Potency, µM (highest dose often 46.1 µM), without a hit: at the highest dose growth rescue (activation), hits mostly activators; actives 0.23% (n = 320,000);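 note: potency is the fitted concentration of half-maximal effect; % of control where 0% means no effect; nearly all actives have a fitted effect of over 45% in size; temperature-sensitive fusion mutants such as fzo1-1 at 37 °C on non-fermentable ethanol glycerol medium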
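Compounds are tested for their ability to restore growth of mitochondrial fusion-defective yeast strains at non-permissive 37C in YPEG medium over 48 hours. Viability is quantified by luciferase luminescence.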
USP2a inh: qHTS Assay for Inhibitors of Ubiquitin-specific Protease USP2a Using CHOP2 as the Reporter; USP2 core, Ub-CHOP2 coupled fluorogenic reporter, 485/531; Potency, µM (titrated, usually from 38.3 µM), inactives show at the highest dose activity change, negative = inhibition, usual class: inhibitors; Ubiquitin carboxyl-terminal hydrolase 2 (Homo sapiens), O75604; AID 463254, 2010; actives 0.01% (n = 330,000);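 note: potency is the fitted concentration of half-maximal effect; plate controls were DMSO wells for no effect and full inhibition by NEM control for full effect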
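Cell-free coupled assay: 10nM USP2 core preincubated 30min RT with compound in Tris-HCl pH 8.0/CaCl2/CHAPS buffer, then 25nM Ub-CHOP2 and 25nM reporter substrate; fluorescence (Ex 485/Em 531) read after 60min RT, normalized to NEM inhibition, concentration-response curves fitted.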
TSHR antag: Antagonists of the Thyroid Stimulating Hormone Receptor: HTS campaign; Thyrotropin receptor (Homo sapiens), P16473; TSHR-expressing cells, TSH-stimulated cAMP HTRF, 2 h; stronger effect = lower value; activity change, negative = inhibition, % at 11.5 µM; actives 0.2% (n = 330,000); AID 504810, 2011;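 active = activity change below a set negative limit, meaning inhibition stronger than a set level, cut at about -70% in these data; inconclusive = activity change between two set negative limits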; note: % is set by controls: 0 for no effect and ±100 for the full control effect
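Freshly harvested TSHR cells receive pin-tooled compound, then EC80 TSH at 4nM final. After 2 hours at 37 deg C, antibody in lysis buffer and cAMP-d2 are added; 30 minutes at ambient temperature precede the HTRF read.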
* = called active by the depositor; ? = inconclusive; . = not tested or not shown; & = joins results of further samples; [ ] = dose if it differs, or a comment. Unless noted, calls come from the whole dose curve; as a rule, active = well fitted curve in the direction sought with a large enough effect; inconclusive = small, poorly fitted or top-dose-only effect, or another doubt; inactive = no such curve, though single readings can be large; an effect the other way counts as inactive or inconclusive. The list is partial, so the mix of outcomes need not match the whole.

SMILES	TCR activator	hERG WT inh	TRPV1 ag	KCNH2 3.1 inh	A-T KAP1 phos	Eya2 phos inh	ELG1 DNA repair	Mito fusion act	USP2a inh	TSHR antag
COc1cccc(N2CCN(CC(=O)Nc3nc(C)c(C(=O)N(C)C)s3)CC2)c1	1%	2	2	7	1%	-10%	-1%	1%	2%	8
COc1ccc2cc(Br)ccc2c1CC(=O)NC1CC(C)(C)NC(C)(C)C1	-5%	-123*	-8	-3	.	-5%	?	0%	8%	31
CCOCCCNCc1cccc(OC)c1	5%	17	2	-28	5%	-12%	27%	5%	2%	-4
COc1ccc(C(=O)Nc2cc3c(cc2Cl)OCCCO3)cc1	0%	-6	?	-4	0%	-31%	?	5%	3%	-7
CCCCOCCCNC(=O)c1ccccc1OCC	-2%	-16	3	0	2%	1%	1%	0%	0%	-1
Cc1nn(CC(=O)Nc2ccccn2)c(C)c1Br	0%[46.1 µM]	-12	0	.	1%	15%	-1%	-13%	1%	-3
COc1cccc2cc(-c3nnc(SCC(=O)NCc4ccccc4)n3C)oc12	.	-6	-1	-3	6%	9%	?	1%	3%	-13
COC(=O)c1c(C(=O)OC)c(-c2ccc(C(C)(C)C)cc2)n2c1CS(=O)C2 (configuration not stated)	2%	11	?	2	-4%	4%	-1%	4%	7%	-5
CNC(=S)NNC(=O)Cc1ccc(OC)cc1	7%	17	4	-5	-4%	2%	5%	-9%	1%	-9
CC(=O)Nc1ccc(N(C(=O)Cc2c[nH]c3ccccc23)C(C(=O)NC2CCCCC2)c2ccco2)cc1 (configuration not stated)	-4%[46.1 µM]	13	14	-5	-7%	-1%	-2%	0%	0%	-3
CC(NC(=O)CCN1C(=O)c2ccccc2C1=O)c1ccccc1 (configuration not stated)	0%	-8	2	19	-4%	5%	-1%	2%	1%	-3
CN1CCN(C(=O)C2CCCN(S(=O)(=O)c3ccc(Cl)cc3)C2)CC1 (configuration not stated)	8%	17	-3	13	12%	7%	-3%	-2%	3%	-8
O=C(c1ccccc1)N1CCN(CC(O)COc2ccc(Br)cc2)CC1 (configuration not stated)	.	26	8	-34	12%	2%	-6%	26%	0%	44
COc1ccc2c(C)cc3n[nH]c(=S)n3c2c1	4%	-8	.	1	-6%	-9%	-22%	1%	1%	-1
NS(=O)(=O)c1cc([N+](=O)[O-])ccc1NCc1cccnc1	-1%	1	2	2	-13%	8%	4%	2%	-2%	1
CCN(CC(=O)Nc1c(F)cccc1F)C(=O)c1ccc2ccccc2n1	-21%	-5	3	0	0%	14%	5%	-2%	1%	3
Cc1cc(-c2nnc(SCc3ccccn3)o2)no1	-1%	-30	1	8	.	5%	?	2%	2%	16
O=C(CN1CCN(CC(=O)Nc2cccc(F)c2)CC1)NCC1(N2CCOCC2)CCCCC1	-1%	0	0	9	1%	-4%	11%	-1%	0%	4
CC(=O)Nc1ccc(NC(=O)C2CCN(S(=O)(=O)c3ccc4c(c3)OCCO4)CC2)cc1	3%	-4	-1	-4	-4%	6%	1%	-6%	2%	10
O=C(CSc1nc2ccccc2c(=O)n1CCCO)Nc1ccc2c(c1)OCCO2	.	17	2	-11	18%	-33%	?	-1%	1%	0
CC(=O)Oc1ccc(CC(C(=O)O)N2C(=O)c3ccccc3C2=O)cc1 (configuration not stated)	-6%	-10	-6	3	53%	-3%	8%	15%	-2%	2
CCN1C(=O)N[C@H](c2ccc(Br)cc2)C(C(C)=O)=C1C	-3%	1	-2	-8	13%	1%	5%	-1%	2%	16
O=C1c2ccccc2C(=O)C1(CO)c1ccc(OC(F)F)cc1	2%	-1	1	-2	3%	-5%	?	5%	0%	15
CCC(=O)N1CCc2cc(Br)cc(S(=O)(=O)CCC(=O)NCCOC)c21	0%	-13	0	0	.	5%	-2%	-4%	-8%	-5
CCOC(=O)C1=CC[C@H]2c3c(c4ccccc4n3C)C[C@H]1N2C	1%	-2	3	41	-2%	17%	?	-17%	-1%	7
CCOC(=O)c1ccc(COC(=O)c2cc(=O)[nH]c3ccccc23)o1	1%	3	2	4	0%	-21%	-2%	-3%	-1%	-2
O=C(c1cc2ccccc2oc1=O)N(Cc1cccs1)CC1CCCO1 (configuration not stated)	9%	-12	6	.	2%	-10%	15%	14%	0%	-13
Cc1ccc(S(=O)(=O)CC(=O)c2ccc3c(c2)OCCO3)cc1	-2%	0	0	-19	1%	-2%	-11%	3%	1%	22
O=C(NNS(=O)(=O)c1ccc(Br)cc1)c1ccccc1-n1cccc1	0%	?	-5	7	7%	1%	11%	-6%	2%	2
O=[N+]([O-])c1cc(C(F)(F)F)ccc1N1CCN(S(=O)(=O)c2ccc3ccccc3c2)CC1	-16%	-9	5	-34	3%	14%	1%	-7%	2%	-24
O=C(Nc1ccc2c(c1)OCO2)[C@@H]1[C@@H]2C(=O)N(C3CCCCC3)C(=O)[C@@H]2C2c3ccccc3C=CN21 (some centres not stated)	.	.	5	.	1%	4%	2%	-4%	-2%	-6
CCN(CC)C(=O)CSc1nc(OC)cc(=O)[nH]1	-1%[46.1 µM]	8	-1	1	-5%	7%	-5%	-4%	1%	-3
O=C(COC(=O)/C=C/c1cccc(F)c1)Nc1ccc2[nH]c(=O)[nH]c2c1	1%	21	0	0	7%	7%	11%	-6%	0%	-1
NC(=O)c1ccc(NCCCN2CCOCC2)c([N+](=O)[O-])c1	9%	-1	-3	?	-2%	-5%	1%	-8%	1%	6
Cn1c(NCc2c(O)ccc3ccccc23)nc2ccccc21	-2%	-15	0	-2	1%	-24%	?	0%	-6%	6
COc1ccc(C(C)=O)cc1CSc1nnc(-c2ccc(Cl)cc2)n1-c1ccccc1	-3%	1	-9	-26	7%	-7%	?	-7%	2%	-9
COC(=O)C(C(=O)Nc1nc2ccccc2s1)C1CCCC1 (configuration not stated)	1%	23	2	3	2%	-14%	-8%	8%	0%	-2
Cc1ccc(S(=O)(=O)Nc2nc3ccccc3nc2NCC2CCCO2)c(C)c1 (configuration not stated)	0%	4	4	40	7%	-6%	0%	12%	9%	-2
O=C(NCCCNCc1ccccc1)c1ccccn1	-29%&10%	39&-7	0	-2&4	4%	-8%	2%	2%	-1%	13
COCCOC(=O)C1=C(C)NC(=O)NC1c1c(Cl)nc2ccccn2c1=O (configuration not stated)	-7%[46.1 µM]	2	-1	3	-1%	-23%	10%	0%	-2%	4
COc1ccc(/C=N/NC(=O)c2cc(C34CC5CC(CC(C5)C3)C4)[nH]n2)cc1OC	1%[46.1 µM]	-9	0	-28	-2%	-1%	?	4%	3%	1
COc1ccc2c(c1OC)C(=O)OC2Nc1nc(-c2ccc(-c3ccccc3)cc2)cs1 (configuration not stated)	-2%[46.1 µM]	-9	0	6	0%	-4%	?	1%	-5%	2
CC1CCN(C(=O)CSc2ccc(-c3cccnc3)nn2)CC1	4%	15	1	.	2%	-8%	?	-2%	2%	-10
COc1ccc(-c2oc3ccccc3c2C(=O)OCc2ccccc2)cc1	1%	13	4	-12	?	-4%	?	1%	-2%	12
CCc1ccc(OC)c(-c2csc(N)n2)c1	-13%	9	-2	8	-3%	-8%	14%	?	-1%	1
COC(=O)c1ccc2c(c1)C(C)(C)C(/C=C/c1ccc(OC)c(OC)c1OC)=[N+]2C	2%	-26	2	0	-5%	-2%	?	-6%	2%	-23
CCN(CC(=O)NCc1cccs1)C(=O)/C=C/c1cccc(OC)c1OC	-6%	-3	6	4	-1%	13%	26%	0%	3%	9

3 of the entries above in order of the Eya2 phos inh value, highest first:
SMILES,Eya2 phos inh
O=C(Nc1ccc2c(c1)OCO2)[C@@H]1[C@@H]2C(=O)N(C3CCCCC3)C(=O)[C@@H]2C2c3ccccc3C=CN21 (some centres not stated),4%
CCN1C(=O)N[C@H](c2ccc(Br)cc2)C(C(C)=O)=C1C,1%
COc1ccc2cc(Br)ccc2c1CC(=O)NC1CC(C)(C)NC(C)(C)C1,-5%
